Source: PubChem
PglD DTNB: C. jejuni PglD acetyltransferase inhibitors, primary screen, biochemical, DTNB colorimetric, single point; AID 602405, 2012; UDP-N-acetylbacillosamine N-acetyltransferase PglD (Campylobacter jejuni); purified PglD enzyme, DTNB colorimetric CoA detection; inhibition, % at 12.5 µM; 360,000 compounds, 0.098% hits; in the data active means inhibition above about 16%, passing the limit was not always enough; inconclusive means no clear call, values can overlap the other calls; further: strong numbers were not always called active
Cneo AK release: Cryptococcus neoformans cell lysis inducers, primary screen, AK release luminescence, single concentration. 360,000 compounds, 0.2% hits. lysis activity, % at 15 µM. AID 651654, 2012. C. neoformans lysis, adenylate kinase release luminescence, 4 h; normalised: neutral wells 0, clomiphene wells 100;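 active means mean lysis activity across replicates of at least 80%, whatever share of replicates individually reach that level; inactive means mean lysis activity below 80%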
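Material – Cryptococcus neoformans yeast cells · Quantity – 5 × 10^6 yeast cells/mL · Buffer or medium – YPD medium · Compound – single dose · Timing – 4 h static compound exposure, 37 °C, read 1 h post-reagent · Signal – adenylate kinase release luminescence · Read-out basis – lysis from increased AK signal · Benchmarks – Clomiphene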
RAD54 branch: inhibitors of human RAD54 branch migration, primary screen, biochemical, fluorescence, single point; DNA repair and recombination protein RAD54-like (Homo sapiens), Q92698; RAD54 Holliday junction branch migration, FAM/BHQ fluorescence; inhibition, % at 10.4 µM; 360,000 compounds, 0.14% hits; AID 602329, 2012;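 active means mean normalized replicate activity at least 40 and at least half of replicates scoring 40 or more; inconclusive means only one of the two criteria met; inactive means mean below 40 and under half of replicates reaching 40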;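 further: 0% = median of neutral control wells and 100% = median of positive control wells; inhibitors cause a drop in the FAM fluorescence signal; in these data hits start at about 50%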
PGC1a acetyl inh: inhibitors of PGC1a acetylation signal, primary screen, cell-based, U2OS, AlphaScreen, inhibitor mode | AlphaScreen anti-acetyl-lysine; with virally co-expressed GCN5 acetyltransferase | inhibition, % at 15.6 µM | 350,000 compounds, 0.17% hits;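 active means every replicate shows inhibition of at least 40%; inconclusive means mean inhibition at least 40% but some replicate below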;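 further: 0% = neutral control wells and 100% = positive control wells; some results beyond the cut were filed as inactive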
RAD52 inh: RAD52 DNA annealing inhibitors, primary screen, biochemical, FRET, single point, set 2 | recombinant RAD52 DNA annealing, FRET fluorescence | inhibition, % at 18.7 µM | 360,000 compounds, 0.46% hits;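 active means every replicate showing at least 50% inhibition; inconclusive means mean inhibition at least 50% but not in every replicate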
ERAP1 HTS inh: human ERAP1 aminopeptidase inhibitors, primary screen, biochemical, single point, plate reader. Endoplasmic reticulum aminopeptidase 1 (Homo sapiens), Q9NZ08. recombinant ERAP1, Leu-AMC fluorescence, 60 min. inhibition, % at 10.7 µM. 340,000 compounds, 0.15% hits;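 active means mean replicate inhibition of at least 30%, or all replicates individually reaching that 30% level; inactive means mean below 30% and not every replicate reaching it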;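 further: 0% = neutral control wells and 100% = L-leucinethiol positive control wells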
Target sequence (Q9NZ08 whole entry, looked up): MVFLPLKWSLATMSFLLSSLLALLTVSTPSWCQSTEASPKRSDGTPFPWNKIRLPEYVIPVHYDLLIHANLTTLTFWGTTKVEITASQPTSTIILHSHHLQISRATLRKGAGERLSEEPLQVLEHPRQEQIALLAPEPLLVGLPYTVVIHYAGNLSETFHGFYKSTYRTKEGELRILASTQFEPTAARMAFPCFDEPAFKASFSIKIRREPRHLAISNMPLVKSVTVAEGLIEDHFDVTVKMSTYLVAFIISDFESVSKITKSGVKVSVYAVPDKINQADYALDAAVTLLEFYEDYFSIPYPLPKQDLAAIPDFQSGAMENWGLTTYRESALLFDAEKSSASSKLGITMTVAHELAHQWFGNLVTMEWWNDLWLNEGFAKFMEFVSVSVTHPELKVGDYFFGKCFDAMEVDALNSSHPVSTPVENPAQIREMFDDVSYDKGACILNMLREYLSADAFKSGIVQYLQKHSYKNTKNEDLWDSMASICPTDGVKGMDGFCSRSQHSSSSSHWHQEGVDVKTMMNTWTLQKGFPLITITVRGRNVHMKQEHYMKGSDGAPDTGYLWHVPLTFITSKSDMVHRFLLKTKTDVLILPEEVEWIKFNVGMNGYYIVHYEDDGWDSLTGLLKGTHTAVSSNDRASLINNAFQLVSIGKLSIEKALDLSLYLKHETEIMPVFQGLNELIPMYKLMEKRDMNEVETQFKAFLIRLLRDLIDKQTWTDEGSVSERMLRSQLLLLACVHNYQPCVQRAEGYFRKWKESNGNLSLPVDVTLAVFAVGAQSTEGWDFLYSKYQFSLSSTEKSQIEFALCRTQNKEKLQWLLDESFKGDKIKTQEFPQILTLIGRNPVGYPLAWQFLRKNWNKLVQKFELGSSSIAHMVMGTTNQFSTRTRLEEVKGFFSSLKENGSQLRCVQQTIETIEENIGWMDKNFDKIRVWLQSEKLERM
miR122 inh: miR-122 Renilla sensor signal increase in Huh7, primary screen, miR-122 inhibitor project, cell-based, single point, plate reader | activation (reporter increase), % at 12.5 µM | 340,000 compounds, 0.3% hits | Huh7 miR-122 Renilla luciferase sensor, 48 h; neutral wells = 0, positive control = 100 | AID 602342, 2012;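 active means mean replicate activation score at least 90 and every replicate individually at or above 90; inconclusive means only one of the two criteria met; inactive means neither criterion met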;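 further: higher luciferase means less miR-122 activity so hits act as miR-122 inhibitors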
E-sel inducer: E-selectin induction in HUVECs, primary screen, imaging, HUVEC, immunofluorescence imaging, single point | AID 686992, 2013 | activation, % at 7.58 µM | 260,000 compounds, 0.37% hits | P16581 | normalized: neutral wells 0, TNF-alpha wells 100;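 active means mean E-selectin-positive cell signal at least 10% of the positive control, reached in at least 60% of replicates, without over 20% cell loss; inconclusive means no rule given, readout overlaps actives, possibly toxicity-flagged; inactive means the rest, including those meeting only one limit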;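 further: in these data hits start at about 27%; measured in HUVEC primary endothelial cells; signal is the percent of cells scored E-selectin positive by PE staining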
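Test system: HUVEC; input: 3,000 HUVEC/well; measured by: immunofluorescence imaging; read-out: % PE-positive cells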
Starred values were filed as active, the others as inactive; ? = inconclusive; / = not tested or not shown; & = joins results of further samples; [ ] = remark or other dose.

SMILES	PglD DTNB	Cneo AK release	RAD54 branch	PGC1a acetyl inh	RAD52 inh	ERAP1 HTS inh	miR122 inh	E-sel inducer
C=CCC1(C#N)C(=S)NC(C)=C(C(=O)OCC)C1c1ccccc1 (stereo not given)	12.6	-0.1	?	5.5	-0.3	1.9	11.6	/
CCCNC(=O)C[C@@H]1CC[C@H]2[C@@H](COc3ccc(NC(=O)c4ccc(C(F)(F)F)cc4)cc3C(=O)N2C)O1	1.4	-5.4	-8.4	1.2	6.4	/	2.5[16.7 µM]	0.0
COc1ccccc1CNC(=O)CN1C(=O)c2ccccc2S1(=O)=O	4.8	62.1	14.0	/	-6.0	-2.6	/	/
COCCNC(=O)c1cc(-c2ccccc2C)nn1CC1CC(c2cccnc2)=NO1 (stereo not given)	-4.3	2.6	-10.4	-8.5	-8.2	4.4	-2.8	0.8
CC(c1ccccc1)N1C(=O)NC(NC(=O)c2cccnc2)(C(F)(F)F)C1=O (stereo not given)	2.2	-0.1	-5.7	-74.3	/	/	-6.8	/
O=C1OCc2ccc(NC(=O)c3ccccc3C(=O)O)cc21	-0.3	0.8	-5.4	5.5	-10.8	-4.2	/	-0.2
O=C(CN1CCN(S(=O)(=O)c2cc(Cl)ccc2Cl)CC1)c1ccc(O)c(O)c1	13.0	1.2	-6.2	/	-9.3	2.2	-0.4	/
COC(=O)[C@H]1[C@H](CO)[C@H]2Cn3c(ccc(-c4ccncc4)c3=O)[C@H]2N1CC1CCCCC1	-4.2	-2.5	9.2	-2.2	-36.2	2.0	2.8[16.7 µM]	-0.3
CCOC(=O)c1cc(-c2cccc([N+](=O)[O-])c2)nc2[nH]c(=O)[nH]c(=O)c12	/	/	/	6.4	-4.0	3.1	-15.4	3.7
Cc1ccc(N2C(=O)C(Cl)=C(N3CCOCC3)C2=O)c(C)c1	0.5	0.4	5.3	-3.0	-19.4	-0.5	-6.4	/
COc1cccc(C2CC(=O)Nc3c2c(=O)n(C)c(=O)n3C)c1OC (stereo not given)	-2.0	2.9	4.1	5.6	-12.7	2.4	-7.3	0.2
COc1cc(/C=N/NC(=O)c2cccnc2)ccc1OCC(=O)N1CCOCC1	-0.2	-0.6	-6.1	-3.2	-0.6	-0.8	-3.6	1.6
CCCC(=O)NC(C)c1nc2ccccc2[nH]1 (stereo not given)	-4.6	2.1	-1.4	/	0.4	-1.5	/	/
Cc1cc(OCC(=O)NCCCN2CCCC2=O)c2c(C)cc(=O)oc2c1	/	/	/	1.2	-3.6	-0.5	3.3	4.2
CC(=O)COc1ccc2c(-c3cccc([N+](=O)[O-])c3)cc(=O)oc2c1	-7.2	0.8	-8.4	-12.2	-20.2	-0.9	-17.7	/
CCOC(=O)C1CCN(C(=O)C2CCN(S(=O)(=O)c3cc(Cl)ccc3OCC)CC2)CC1	-3.3	4.5	18.1	-6.1	1.1	2.3	/	/
Cc1cc(C)c2c(n1)SCC(=O)N2CC(=O)Nc1c(C)cccc1C	-2.2	-1.8	-4.6	-2.2	-13.7	/	1.3	-0.1
CC1CCN(C(=O)c2cc3c(=O)n4ccccc4nc3s2)CC1	-0.5	1.1	25.7	5.0	-3.2	-10.9	2.2	/
CCC1(CC)Cc2ccccc2-c2nc(NN)[nH]c(=O)c21	11.6	-1.2	0.0	-14.8	-17.1	3.3	-1.1	/
CCn1c(=O)c2cc(C(=O)Nc3cccc(C(C)=O)c3)sc2c2ccccc21	/	/	/	-6.7	-14.8	16.8	-7.1	/
CC(C)CSc1nc2c(=O)[nH][nH]c(=O)c2n1Cc1ccccc1	1.5	0.4	-5.4	4.6	/	/	2.8	/
O=C(COc1ccccc1)N1CCN=C1SCc1cccnc1	9.6	1.9	-7.5	5.4	/	/	-1.5	/
O=C1c2ccsc2SCCN1Cc1ccc(F)cc1	4.5	-3.3	-9.1	-5.6	-6.3	3.7	-9.3	/
COc1ccc(Cn2nc(C)cc2C)cc1OC	4.4	17.8	0.7	/	/	/	-16.1	/
CCC(=O)Nc1cc2c(cc1Cl)-c1ccccc1C2	/	/	/	7.7	-15.1	3.0	9.9	5.3
CC(C(=O)Nc1ccc(N(C)C)cc1)N1C(=O)c2ccccc2S1(=O)=O (stereo not given)	-2.1	-0.5	6.6	-8.5	-3.2	1.4	1.9	3.1
CCCC(=O)Nc1ccc2c(c1)C(=O)N(C)[C@H]1CC[C@@H](CC(=O)OC)O[C@H]1CO2	-0.7	-3.4	4.1	-10.9	/	/	-26.7[16.7 µM]	0.1
Cc1cccc(N2C(=O)C3CCCN3C2=S)c1C (stereo not given)	-2.4	0.4	4.8	7.0	-6.9	-4.2	-8.1	/
C[C@@H](NC(=O)c1nc[nH]c1C(=O)N1CCc2ccccc2C1)c1ccccc1	2.2	-1.0	4.5	-17.5	0.1	/	0.1	1.1
O=C(N[C@H]1CCCCNC1=O)c1cc(COc2ccc(F)cc2F)on1	-4.9	-0.4	-13.8	/	-1.2	-0.8	-7.9	/
O=C(c1ccc(-n2cccc2)cc1)N1CCOCC1	-3.8	-1.6	1.8	-8.2	/	/	-2.7	/
COc1cc(NC(=O)c2cc(-c3ccco3)on2)c(OC)cc1Cl	-3.8	1.6	-8.7	-11.6	-16.1	-1.0	0.6	/
COc1ccccc1C#Cc1cnc2c(c1)C(=O)N([C@H](C)CO)C[C@@H](C)[C@@H](CN(C)C(=O)c1ccc3c(c1)OCO3)O2	-1.5&-2.4	-1.7&-5.1	6.3&0.4	-2.8&9.9	-10.4&-0.8	1.4&-0.1	-1.0	0.0
O=C(COC(=O)Cc1ccc(Cl)cc1)NCc1cccs1	-8.2	-0.1	10.9	0.5	-6.9	1.2	1.4	1.1
COc1ccc(C(=O)CSc2nnc(NC(=O)C3CC(=O)N(c4ccccc4C)C3)s2)cc1 (stereo not given)	2.9	3.1	-6.9	3.5	/	/	-1.7	/
COc1cc(CN2CC3(CN(C(=O)Nc4cccc(F)c4)C3)c3c(n(C)c4cc(OC)ccc34)[C@@H]2CO)cc(OC)c1	/	/	/	-5.6	5.6	-0.9	/	-0.4
Cc1nc2ccc(S(=O)(=O)NC(C(=O)Nc3nccs3)C(C)C)cc2s1 (stereo not given)	-6.5	1.2	1.0	1.9	-6.1	/	-4.5	/
COc1ccccc1N1CCN(C(=O)CCc2ccc(S(=O)(=O)NCC(C)C)cc2)CC1	-1.4	0.8	3.9	-13.8	/	/	12.1	/
C[C@@H](NC(=O)C[C@@H]1CC[C@H](NC(=O)CN2CCOCC2)[C@H](CO)O1)c1ccccc1	1.6	-7.0	-3.0	2.6	-2.6	-1.7	-16.5[16.7 µM]	-0.1
CC(C)NC(=O)N1CCCCN2[C@H](C1)[C@@H](c1ccc(C#C[C@@H](C)O)cc1)[C@@H]2CO	3.9	-0.9	-5.0	4.3	-9.7	-1.3	5.1[16.7 µM]	-0.5
CN1CCN(c2nc3c(c(=O)[nH]c(=O)n3C)n2CC(N)=O)CC1	-3.6	6.9	-10.4	6.9	8.3	7.3	-4.9	/
COc1cc(CNc2ncnc3c2ncn3[C@H]2CN(CCN3CCOCC3)C[C@@H](CO)O2)cc(OC)c1OC	3.5	1.2	6.7	-11.1	-1.2	-2.4	1.0	1.1
OC1CCN(C(=S)Nc2ccc(Nc3ccccc3)cc2)CC1	/	/	/	-12.6	-10.4	9.1	-1.1	/
O=C(CN1CCOCC1)NCC[C@@H]1CC[C@H](NS(=O)(=O)c2ccc(F)cc2)[C@H](CO)O1	0.5	9.9	-6.6	-1.1	-17.2	-1.3	4.0[16.7 µM]	-0.6
COc1cccc(CC(=O)OCC(=O)NC2(C#N)CCCCC2)c1	-5.0	0.1	-11.5	/	-8.8	10.7	/	/
CCn1c(CC(=O)Nc2ccccc2)nnc1SCC(=O)Nc1ccccc1C(=O)OC	0.4	1.0	-2.7	4.4	/	/	-3.6	/
CCOC(=O)c1c(C)[nH]c(C(=O)COC(=O)c2ccc([N+](=O)[O-])o2)c1C	4.6	1.1	4.3	-5.6	1.4	-1.0	-2.7	0.2
CCN(C(=S)NCc1ccccc1)c1cccc2ccccc12	5.0	11.4	4.9	0.8	-10.8	-1.3	17.6	3.2
Cc1cc(N2CCCCCC2)nc(-c2ccccc2O)n1	8.5	5.6	-3.6	-22.9	/	/	0.1	/
CC(C)CC#Cc1cnc2c(c1)C(=O)N([C@H](C)CO)C[C@H](C)[C@H](CN(C)C(=O)Nc1ccccc1F)O2	1.6	-1.5	-0.9	-1.7	-5.4	0.9	-3.6[16.7 µM]	0.0
COc1cccc(SCc2noc(C(=O)NC(C)C)c2C(=O)O)c1	7.5	26.5	-4.8	/	-10.7	0.5	/	0.2
Cc1ccc(NC(=S)NCCN2CCOCC2)cc1F	-3.3	-0.1	-0.2	/	-3.4	-2.0	-2.2	0.8
O=C(Nc1ccccc1)c1ccc(N2CCN(c3ccccc3)CC2)c(S(=O)(=O)N2CCOCC2)c1	5.1	3.1	1.5	-12.7	/	/	-6.3	/
OC(COC1CCCCC1)CN1CCCCC1 (stereo not given)	6.5	7.7	9.1	26.9	-7.3	-4.3	0.7	/
CCOC(=O)N1CCN(C(=O)CCCn2c(=O)[nH]c3ccccc3c2=O)CC1	-3.7	5.8	-14.5	-0.2	/	/	-5.9	/
CC1CN(C(=O)CCC(=O)NCc2ccccc2)c2ccccc2O1 (stereo not given)	3.1	-4.0	-11.0	-2.0	-4.8	5.3	-1.1	-0.7
Cc1ccc(SCCNCc2ccco2)cc1	3.0	-0.2	-1.6	12.9	-0.1	-3.1	-4.0	-0.1
Cc1cc2cc(CN(Cc3ccco3)C(=S)NCC3CCCO3)c(=O)[nH]c2cc1C (stereo not given)	-2.3	-1.6	3.9	5.2	/	/	4.0	/
CCOC(=O)C1(CCOC)CCN(Cc2ccc(COC)o2)CC1	2.2	0.8	3.3	3.7	-8.9	0.5	12.8	/

4 entries picked at random from the list so far:
SMILES	PglD DTNB	Cneo AK release	RAD54 branch	PGC1a acetyl inh	RAD52 inh	ERAP1 HTS inh	miR122 inh	E-sel inducer
CCOC(=O)c1c(C)[nH]c(C(=O)COC(=O)c2ccc([N+](=O)[O-])o2)c1C	4.6	1.1	4.3	-5.6	1.4	-1.0	-2.7	0.2
CCN(C(=S)NCc1ccccc1)c1cccc2ccccc12	5.0	11.4	4.9	0.8	-10.8	-1.3	17.6	3.2
Cc1ccc(SCCNCc2ccco2)cc1	3.0	-0.2	-1.6	12.9	-0.1	-3.1	-4.0	-0.1
COc1cccc(SCc2noc(C(=O)NC(C)C)c2C(=O)O)c1	7.5	26.5	-4.8	/	-10.7	0.5	/	0.2
